GPR55 beta-arrestin = GPR55 agonists via beta-arrestin recruitment, primary screen, imaging, U2OS cells, beta-arrestin-GFP redistribution (AID 1961) | U2OS GPR55 beta-arrestin-GFP redistribution imaging; higher % means a stronger effect | activation, % at 10 µM; hits with a dose series show EC50 in µM | actives 0.048% (n = 290,000);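 active = activation above 40% with more than 50 cells counted in the well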;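 also: U2OS osteosarcoma cells stably expressing GPR55 and beta-arrestin-GFP; plate controls were DMSO negative control for no effect and LPI positive control for full effect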
NOD1 NF-kB reporter = NOD1 signaling inhibitors, primary screen, cell-based, luminescence, uHTS (AID 1578); NOD1-driven NF-kB luciferase reporter cells, luminescence; higher % means a stronger effect; one-dose inhibition, % at 4 µM; EC50 in µM for titrated hits; actives 1% (n = 290,000); in the data active = inhibition mostly above about 36%, no sharp cut-off; inactive = mostly below about 34%;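 also: HEK-293T reporter cells stimulated with the NOD1 agonist gamma-tri-DAP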
KOR beta-arrestin-1 = KOR antagonists, beta-arrestin recruitment, cell-based, luminescence, uHTS (AID 1778) | inhibition, % at 10 µM; hits with a dose series show IC50 in µM | Kappa-type opioid receptor (Homo sapiens) | KOR beta-arrestin recruitment, luminescence, antagonist mode; higher % means a stronger effect | actives 0.091% (n = 290,000); in the data active = inhibition above about 50%; also: strong numbers were not always called active
KOR beta-arrestin-2 = KOR agonists, beta-arrestin recruitment, primary screen, cell-based, luminescence, uHTS (AID 1777). actives 0.02% (n = 280,000). activation, % at 10 µM, or EC50 in µM where a hit was titrated. Kappa-type opioid receptor (Homo sapiens). KOR beta-arrestin recruitment, luminescence; higher % means a stronger effect; in the data active = activation above about 50%, passing the limit was not always enough; also: a part of the inactive calls stands beside numbers as strong as those of hits
GPR35 antagonists = GPR35 antagonists blocking zaprinast-driven arrestin recruitment, primary screen, imaging, U2OS, beta-arrestin-GFP, zaprinast agonist (AID 2058) | G-protein coupled receptor 35 (Homo sapiens) | U2OS GPR35 beta-arrestin-GFP translocation imaging, zaprinast antagonism; higher % means a stronger effect | inhibition, % at 10 µM, or IC50 in µM where a hit was titrated | actives 0.052% (n = 290,000);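 active = inhibition of at least 50% with at least 30 cells and total cytoplasm GFP at most 10,000,000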
West Nile antiviral = West Nile virus antiviral activity, cell-based, CPE readout (AID 1621); West Nile virus-infected cells, CPE inhibition; higher % means a stronger effect; actives 0.02% (n = 290,000); one-dose CPE inhibition, % at 10 µM; IC50 in µM for titrated hits; in the data active = a potency from the dose series; also: strong numbers were not always called active
NS5 inhibitors = Dengue-2 NS5 methyltransferase inhibitors, primary screen, biochemical, confirmation dose response (AID 588689). actives 0.3% (n = 340,000). Genome polyprotein (Dengue virus type 2 (strain 16681-PDK53)). Dengue-2 NS5 methyltransferase capping enzyme assay, biochemical; higher % means a stronger effect. one-dose inhibition, % at 25 µM; IC50 in µM for titrated hits; in the data active = a potency from the dose series
HIV fusion peptide = inhibitors of HIV fusion peptide binding, primary screen, biochemical, uHTS, fluorescence dequenching (AID 1986). actives 0.3% (n = 290,000). inhibition, % at 20 µM, or IC50 in µM where a hit was titrated. cell-free peptide binding, fluorescence dequenching, 30 min; higher % means a stronger effect; in the data active = inhibition mostly above about 52%, no sharp cut-off; inactive = mostly below about 76%; also: some results filed as inactive read as strong as hits
GPR55 LPI antagonism = GPR55 antagonists blocking LPI-driven arrestin recruitment, primary screen, imaging, U2OS, beta-arrestin-GFP, LPI agonist (AID 2013). G-protein coupled receptor 55 (Homo sapiens). U2OS GPR55 beta-arrestin-GFP translocation imaging, LPI antagonism; higher % means a stronger effect. inhibition, % at 10 µM; hits with a dose series show IC50 in µM. actives 0.13% (n = 290,000);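 active = spots per cell inhibited over 60%, with over 100 cells counted and total cytoplasm intensity under 500,000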;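 also: U2OS cells stably carrying GPR55 and arrestin-GFP stimulated by 5 µM LPI near EC80; imaged beta-arrestin-GFP aggregate spots per cell after agonist stimulation; plate controls were LPI-stimulated DMSO wells for no effect and DMSO wells without LPI for full effect; some results filed as inactive read as strong as hits; confirmed hits need IC50 under 10 µM and bright autofluorescent wells are also inconclusive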
NS5 inhibitors pilot replicate = further read-out of NS5 inhibitors, marked with its call; inhibition, %; measured here: pilot screen replicate inhibition
Active calls of the source: *; nt = no result given; [ ] = remark or other dose.

SMILES	GPR55 beta-arrestin	NOD1 NF-kB reporter	KOR beta-arrestin-1	KOR beta-arrestin-2	GPR35 antagonists	West Nile antiviral	NS5 inhibitors	HIV fusion peptide	GPR55 LPI antagonism	others
CC(C)(C)N1CC(C(=O)Nc2ccc(C#N)cc2)CC1=O (centres undefined)	-0.1%	-34%	-13%[20 µM]	1.5%	8%	0.8%	-5%	1.6%	-6%	NS5 inhibitors pilot replicate=-1.8
C/C=C(\C)C(=O)N1CC2(CC(c3cccc(NC(=O)CCCCC)c3)=NO2)C[C@@H]1C(N)=O (some centres undefined)	-0.1%	-2%	13%	2.5%	-8%	0.3%	-7%	1.2%	3%
COc1cccc(C(=O)NCC(=O)N2CCC3(CC2)NCCc2[nH]cnc23)c1OC	0.2%	-36%	-40%	8.4%	-4%	0.9%	-2%	0.4%	16%
COc1ccc(CCNC(=O)CCCNC(=O)Cn2cnc3sc(C)c(C)c3c2=O)cc1OC	0.1%	-28%	14%	-0.4%	-11%	0.3%	0%	-0.8%	2%
OC(CNCC1CCCO1)Cn1c2ccc(Cl)cc2c2cc(Cl)ccc21 (centres undefined)	-0.2%	-3%	-48%	3.0%	15%	-2.2%	-4%	-4.3%	37%
COc1ccc(S(=O)(=O)N2CCC(C(=O)N3CCc4ccccc4C3)CC2)cc1	0.3%	-10%	-29%	-3.5%	-18%	0.3%	3%	1.1%	-15%
O=C(N/N=C/c1ccc(-c2ccccc2C(=O)O)o1)c1cccs1	-0.2%	10%	4%	2.9%	-3%	-0.4%	11%	27%	-1%
COc1ccc(OCc2nnc(SCC(=O)NNC(=O)c3ccc(C)cc3)n2C)cc1	0.1%	-24%	-17%	3.8%	-4%	-0.1%	2%	-0.3%	1%
Cc1ccc(N2CC(c3nc4ccccc4n3C)CC2=O)cc1 (centres undefined)	0.0%	-2%	18%	-1.7%	5%	0.0%	4%	-1.2%	13%
N#Cc1nn(-c2ccccc2)nc1N1CCCCC1	0.0%	-27%	32%	0.4%	8%	0.5%	-2%	-2.0%	6%
C/C(Cl)=C\COc1cc(C)nc2c(Br)cccc12	-0.3%	-7%	6%	-4.6%	-1%	-0.8%	-1%	2.3%	2%
C/C(=N\NC(=O)c1nnn(-c2nonc2N)c1C)c1ccc(-c2ccccc2)cc1	0.2%	-3%	-14%	1.4%	2%	1.8%	-2%	0.1%	-1%
Cc1cnn(C(=S)NCCc2ccccc2)c1	-0.1%	-43%	-17%	1.3%	4%	0.7%	-6%	-1.2%	-9%
O=C(COc1ccc(S(=O)(=O)N2CCOCC2)cc1)Nc1ccccc1C(F)(F)F	-0.1%	-15%	-18%	-2.0%	-20%	0.4%	-1%	-2.2%	7%
CN(C(=S)Nc1ccc(F)cc1)C(c1ccccc1)c1ccccc1	0.0%	-7%	-20%	-1.9%	12%	-1.6%	-13%	-1.2%	12%
N#Cc1c(N2CCN(C(=O)c3ccccc3)CC2)nc(-c2ccccc2)c2c1CCCC2	-0.1%	6%	-24%	5.5%	-15%	-0.2%	-8%	4.9%	36%
Nc1nonc1-n1nnc(C(=O)N/N=C/c2ccccc2F)c1CN1CCc2ccccc21	-0.1%	-25%	3%	6.6%	-16%	0.1%	-11%	0.9%	-5%
COC(=O)c1nn(-c2ccccc2)c(=O)cc1Sc1ccc(Cl)cc1	-0.3%	1%	10%	1.1%	-12%	-0.2%	8%	-0.1%	1%
Cc1cc(C)c2[nH]c(=O)c(C(c3nnnn3Cc3ccc4c(c3)OCO4)N3CCCCC3)cc2c1 (centres undefined)	0.0%	0%	37%	-1.8%	1%	1.0%	9%	7.0%	22%
COc1ccc(S(=O)(=O)N2CCCC(C(=O)NCC3CCCO3)C2)cc1C (centres undefined)	0.4%	-1%	29%	-2.9%	18%	-0.1%	-7%	0.0%	4%

Sorted by count of non-hydrogen atoms (low to high): part of the list above.
SMILES	GPR55 beta-arrestin	NOD1 NF-kB reporter	KOR beta-arrestin-1	KOR beta-arrestin-2	GPR35 antagonists	West Nile antiviral	NS5 inhibitors	HIV fusion peptide	GPR55 LPI antagonism	others
Cc1ccc(N2CC(c3nc4ccccc4n3C)CC2=O)cc1 (centres undefined)	0.0%	-2%	18%	-1.7%	5%	0.0%	4%	-1.2%	13%
OC(CNCC1CCCO1)Cn1c2ccc(Cl)cc2c2cc(Cl)ccc21 (centres undefined)	-0.2%	-3%	-48%	3.0%	15%	-2.2%	-4%	-4.3%	37%
C/C=C(\C)C(=O)N1CC2(CC(c3cccc(NC(=O)CCCCC)c3)=NO2)C[C@@H]1C(N)=O (some centres undefined)	-0.1%	-2%	13%	2.5%	-8%	0.3%	-7%	1.2%	3%
Nc1nonc1-n1nnc(C(=O)N/N=C/c2ccccc2F)c1CN1CCc2ccccc21	-0.1%	-25%	3%	6.6%	-16%	0.1%	-11%	0.9%	-5%

The list goes on.
SMILES	GPR55 beta-arrestin	NOD1 NF-kB reporter	KOR beta-arrestin-1	KOR beta-arrestin-2	GPR35 antagonists	West Nile antiviral	NS5 inhibitors	HIV fusion peptide	GPR55 LPI antagonism	others
O=C(c1ccc(CSc2nc3ccncc3[nH]2)cc1)N1CCN(c2cccc(Cl)c2)CC1	0.2%	-18%	-80%	2.4%	2%	1.7%	-5%	-2.2%	2%
O=C(CC(Cc1ccccc1)C(=O)O)Nc1ccc(F)cc1 (centres undefined)	0.7%	2%	0%	0.5%	-8%	0.0%	-4%	-2.4%	1%	NS5 inhibitors pilot replicate=-0.3
CC(C)NC(=O)C1=NN(c2ccccc2)C(=O)CC1	0.0%	-14%	-26%	0.8%	-9%	-0.3%	-4%	38%	-3%
CC1(C)Cc2c(cnn2-c2cccc(F)c2)C(NC(=O)CSc2ccccn2)C1 (centres undefined)	0.3%	-27%	-36%	-3.4%	-9%	-0.6%	3%	1.8%	-3%
Cc1ccc(N(C)C(=O)c2cnn(-c3ccccc3)c2C)c(C)c1	-0.1%	-23%	-25%[20 µM]	9.0%	22%	-1.4%	-11%	1.4%	-15%	NS5 inhibitors pilot replicate=-3.0
CCOc1cc(/C=C2/C(=N)N3C=CSC3=NC2=O)ccc1OCCCOc1ccccc1C	-0.1%	10%	-30%	2.2%	-12%	0.3%	-3%	5.5%	8%
COc1ccc(/C=N/Nc2cc(=O)n(C)c(=O)n2C)cc1OC	-0.4%	-28%	7%	-2.8%	-7%	0.8%	1%	0.4%	1%
COC(=O)/C(=C/c1cn(C)c2ccccc12)[N+](=O)[O-]	0.3%	31%	-38%	3.2%	-8%	nt	nt	0.8%	31%
CC1(CCC#N)N=C(SCCC#N)N(c2ccccc2)C1=O (centres undefined)	0.3%	36%	-18%	3.7%	22%	-0.4%	2%	-0.3%	2%
Cc1ncc(S(=O)(=O)C(C)(C)C)c(N)n1	0.2%	1%	22%	-0.1%	8%	0.2%	4%	-1.9%	4%
Cc1ccc(NC(=S)N(CCCN2CCOCC2)Cc2cccnc2)cc1C	0.1%	-26%	4%	-2.4%	1%	-1.2%	1%	-1.8%	10%
CC12CCCCC1c1ccccc1C(=NCC(=O)O)N2 (centres undefined)	-0.1%	-6%	4%	-4.1%	9%	-0.3%	-16%	3.5%	27%
CCOc1ccccc1CN1CCN(Cc2ccon2)CC1CCO (centres undefined)	-0.2%	-6%	-7%	0.5%	6%	0.0%	-4%	1.2%	8%
Cc1cc(=O)n2c(n1)NC(Nc1cccc(C)c1C)=NC2c1ccc(F)cc1 (centres undefined)	1.2%	-3%	27%	-3.1%	5%	0.1%	nt	-1.4%	13%
CCOc1cc(C)cc2oc(=O)cc(-c3ccccc3)c12	-0.2%	3%	-21%	2.7%	4%	0.5%	-5%	7.9%	1%
CNC(=O)C(=O)NCC1OCCN1S(=O)(=O)c1ccc(C)cc1 (centres undefined)	0.0%	-23%	25%	2.7%	14%	-0.2%	3%	-0.7%	15%
O=C(Nc1ccc(N2CCN(C(=O)c3ccccc3)CC2)cc1)c1ccc([N+](=O)[O-])o1	-0.1%	nt	34%	-2.4%	5%	-1.9%	-1%	-4.1%	-6%
COc1ccccc1CNC(=O)c1c(-c2ccccc2Cl)noc1C	1.2%	2%	30%	-0.2%	-5%	-0.8%	-6%	-1.5%	1%
COc1ccc(-c2cc(C(=O)N(C)Cc3ccccc3)c3ccccc3n2)cc1	1.3%	54%	-18%	-1.4%	-4%	-0.8%	-3%	-0.4%	13%
C=C(C)C(=O)N1CC2(CC(c3cccc(NC(=O)COc4ccc(Cl)cc4)c3)=NO2)C[C@@H]1C(N)=O (some centres undefined)	-0.1%	-7%	-2%	6.7%	9%	1.1%	-2%	0.4%	-14%
O=C(CCNC(=O)C1CCN(S(=O)(=O)c2ccc(F)cc2)CC1)NCc1cccc(Cl)c1	-0.1%	8%	-4%	1.9%	-15%	0.1%	-6%	-0.7%	-2%
Cc1cccc(C)c1NC(=O)C(C)Sc1nnc(C)n1CC1CCCO1 (centres undefined)	-0.1%	-23%	-35%	4.1%	-4%	0.6%	-2%	0.1%	-10%
O=C(Cn1c(=O)sc2ccccc21)Nc1ccccc1	-0.2%	-18%	0%	2.3%	0%	0.1%	-6%	1.0%	16%
CCCN(CCC)CCNC(=O)C1CCN(Cc2nc(-c3ccc(Cl)cc3)oc2C)CC1	0.0%	-117%	-18%	3.2%	-2%	2.4%	-6%	2.5%	15%
CCOC(=O)N1CCC(NC(=O)c2ccc3c(Cl)c4c(nc3c2)CCCC4)CC1	-0.2%	52%	-33%	4.7%	-1%	0.2%	-6%	-0.4%	0%
CCOc1ccc(CNC(=O)CCS(=O)(=O)Cc2ccc(C)cc2)cc1OC	1.0%	-17%	8%	-2.1%	10%	-0.3%	2%	2.9%	-6%
CC(C)(C)c1ccccc1NC(=O)CN1C(=O)NC2(CCCC2)C1=O	-0.1%	-44%	-5%	-1.2%	9%	-0.6%	-2%	1.0%	9%
CCCCNC(=O)CSc1nnc(-c2c[nH]c3ccccc23)n1CC1CCCO1 (centres undefined)	0.2%	3%	-6%	-1.4%	2%	-0.1%	-6%	-1.9%	5%
CC(C)(C)CC(=O)Nc1nnc(SCC(=O)NC2CCCC2)s1	-0.2%	-1%	-18%	-6.6%	-4%	-0.6%	-2%	-0.9%	3%
Cc1ccc(-c2[nH][nH]c(=O)c(=O)c2N=Nc2ccccc2)cc1	-0.2%	-6%	14%	-6.5%	-3%	-0.3%	14%	2.6%	-2%
CC(C)c1ccc(C(=O)NNC(=O)c2ccncc2)cc1	-0.2%	-37%	-25%	-0.2%	-6%	0.3%	-4%	0.2%	0%
CCN(CC)c1nc(-c2ccc(Cl)cc2)cc(C(F)(F)F)c1C#N	-0.2%	-57%	-25%	1.8%	-11%	0.1%	-9%	-0.8%	14%
COc1ccccc1CNC(=O)C(=O)NCC1OCCN1C(=O)c1ccc(Cl)cc1 (centres undefined)	0.2%	-2%	22%	1.1%	4%	-0.3%	7%	-0.5%	10%
Cc1ccc(CN2CCN(/N=C/c3cccnc3)CC2)c(C)c1	-0.2%	-5%	2%	-1.6%	-2%	-1.0%	-6%	-2.4%	13%

Source: PubChem BioAssay

Only part of the results is shown; the hit share may differ from the screen's.
